Screens as filed in PubChem BioAssay.
NPYLR7 agonist – activates Aedes aegypti NPYLR7 receptor. HEK293T NPYLR7/Galpha15, GCaMP6s calcium fluorescence. activation, % at 10 µM. actives 0.15% (n = 270,000). AID 1259423; in the data active = activation above about 40%;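 also: 0% = vehicle and 100% = reference agonist at the receptor; some compounds past the cut are filed as inactive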
mcGAS inh – blocks mouse cGAS activity. Q8C6L5. recombinant cGAS, Kinase-Glo ATP depletion luminescence. inhibition, % at 12.5 µM. actives 0.15% (n = 160,000). AID 1259399;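 also: 0% = negative control wells and 100% = reference inhibitor with no enzyme activity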
hcGAS lum – blocks human cGAS activity; Q8N884; recombinant h-cGAS, ATP depletion, Kinase-Glo luminescence; inhibition, % at 12.5 µM; actives 0.081% (n = 290,000);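 also: 0% = vehicle reaction and 100% = reaction without DNA for no activity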
Target sequence (Q8N884 whole entry, looked up): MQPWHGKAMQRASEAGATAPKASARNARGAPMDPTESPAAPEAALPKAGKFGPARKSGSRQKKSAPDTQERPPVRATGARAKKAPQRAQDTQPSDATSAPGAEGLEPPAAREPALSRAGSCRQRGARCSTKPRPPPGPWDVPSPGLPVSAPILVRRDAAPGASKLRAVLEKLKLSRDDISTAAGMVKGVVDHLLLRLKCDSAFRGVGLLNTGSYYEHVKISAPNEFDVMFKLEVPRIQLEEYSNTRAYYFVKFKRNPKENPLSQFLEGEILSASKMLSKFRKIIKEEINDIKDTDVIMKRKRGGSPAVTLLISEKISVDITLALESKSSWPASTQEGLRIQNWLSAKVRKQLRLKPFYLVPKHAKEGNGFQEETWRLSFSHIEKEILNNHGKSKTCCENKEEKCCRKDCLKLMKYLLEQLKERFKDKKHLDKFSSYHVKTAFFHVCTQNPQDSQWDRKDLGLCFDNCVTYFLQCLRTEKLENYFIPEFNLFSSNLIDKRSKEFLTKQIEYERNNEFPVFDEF
Active calls of the source: *; · = not tested or not shown; & = joins results of further samples. Rule as the data show it, unless noted: active = inhibition above about 40%; inactive = the rest. Rows were taken by chance, and some 0.27% of all compounds hit somewhere here.

Structure	NPYLR7 agonist	mcGAS inh	hcGAS lum
Cc1ccc(C)c(Cc2c(C)nc(C)nc2N2CCN(C(=O)c3ccc(Br)cc3)CC2)c1	·	-7	-7
O=C(c1cccs1)N1CCN(c2cc(Oc3ccc(Cl)cc3)ncn2)CC1	-12	-6	-4
CCOc1ccc(Nc2nc(C)cc(C)c2C#N)cc1	-3	-5	-3
CC(=O)c1ccc(NC(=O)CSc2ccc(-c3ccc(-n4ccnc4)cc3)nn2)cc1	-13	1	-1
COCCCNc1ncnc2c1c(-c1ccccc1)cn2-c1ccc(Br)cc1	2	-6	-5
Cc1cc(Sc2ncnc(N)c2[N+](=O)[O-])ncn1	5	-1	-6
O=C(Nc1cccc(-c2cscn2)c1)C1CCN(Cc2cccc(-c3ccco3)c2)CC1	-4&9	-6&-4	-7&0
COc1cccc(C(=O)Nc2cc(C)nn2-c2ncnc3c2cnn3-c2cccc(C)c2C)c1	4	-11	-6
COc1ccc(CN2CCNC(=O)C2CC(=O)NCC(C)(C)N2CCOCC2)cc1C (stereo not given)	3	·	-9
CCCCCN(CC(=O)N1CCc2sccc2C1c1ccccc1C)S(C)(=O)=O (stereo not given)	11	-6	-1

The list continues:
Structure	NPYLR7 agonist	mcGAS inh	hcGAS lum
O=C(c1coc(CN(Cc2cccc(F)c2)Cc2ccc3c(c2)OCO3)n1)N1CCCC1	·	1	3
CNC(=O)c1nn(C)cc1[N+](=O)[O-]	-1	·	-3
CCOC(=O)c1nc(NCCC23CC4CC(CC(C4)C2)C3)c2c(C)noc2n1	·	-3	-4
NC(=O)c1ccsc1NC(=O)CN1CCCC1c1cccs1 (stereo not given)	5	·	-5
CN(C)CCN1C(=O)c2cccc3cc(N)cc(c23)C1=O	4	10	17
Cc1cc(NS(=O)(=O)c2ccc(NS(C)(=O)=O)cc2)no1	-1	-5	0
CCC(C(=O)Nc1nnc(SCc2cccc(Cl)c2)s1)c1ccccc1 (stereo not given)	·	3	4
CN(C)CCn1ccc2cc(C(=O)Nc3ccc(F)cc3)ccc21	4	·	-1
CCCCCCCC(=O)N(CCOC)CC(=O)N(CCc1c[nH]c2ccccc12)Cc1ccc(C(F)(F)F)cc1	-10	0	0
CN1C(=O)CC(C(=O)Nc2ccccc2F)SC1=Nc1cccc(C(F)(F)F)c1 (stereo not given)	0	·	-1

Copied from the list:
Cc1cc(NS(=O)(=O)c2ccc(NS(C)(=O)=O)cc2)no1 – mcGAS inh: -5
CCOc1ccc(Nc2nc(C)cc(C)c2C#N)cc1 – NPYLR7 agonist: -3

Single records (already shown).
CCOC(=O)c1nc(NCCC23CC4CC(CC(C4)C2)C3)c2c(C)noc2n1 in the list: NPYLR7 agonist: ·; mcGAS inh: -3; hcGAS lum: -4
CN1C(=O)CC(C(=O)Nc2ccccc2F)SC1=Nc1cccc(C(F)(F)F)c1 (stereo not given) in the list: NPYLR7 agonist: 0; mcGAS inh: ·; hcGAS lum: -1
CCC(C(=O)Nc1nnc(SCc2cccc(Cl)c2)s1)c1ccccc1 (stereo not given) in the list: NPYLR7 agonist: ·; mcGAS inh: 3; hcGAS lum: 4

The list continues:
Structure	NPYLR7 agonist	mcGAS inh	hcGAS lum
CCCc1cnc(C)nc1N1C[C@@H]2[C@H](C1)[C@H]1CC[C@@H]2O1	-4	1	3
O=C(c1ccccc1-c1ccc(C(F)(F)F)cc1)N1CCC(c2ccccc2)CC1	-6	-5	-7
CCCN(Cc1nccn1C)C(=O)CCn1c(C)cc(C)nc1=O	0	-11	-7
Nc1nnc(SCc2cc(F)ccc2F)s1	-5	·	-3
CN(C)C(=O)Cc1nc(-c2ccccc2)c(C(=O)Nc2ccccc2)s1	13	·	-11
Cc1ccc2cc(CN(C)Cc3cnn(C)c3)c(=O)[nH]c2c1	7	-15	1
Cc1ccc(-n2nc(C)c(-c3ccccc3)c2NC(=O)CN(C(=O)Cc2ccccc2)C(C)C)cc1	-2	-4	-5
Cc1ccc(C2CC(C(F)(F)F)n3ncc(C(=O)NCc4ccco4)c3N2)cc1 (stereo not given)	-9	-2	3
COCC(=O)N1CCCN(CCC(C)c2ccccc2)CC1 (stereo not given)	-4	-12	-7
COc1cc2c(cc1OC)C(CNC(=O)c1cccc(Cl)c1)N(C(=O)NC(C)(C)C)CC2 (stereo not given)	7	-6	-3

Following part:
Structure	NPYLR7 agonist	mcGAS inh	hcGAS lum
CC(C)CNC(=O)c1ccc(CN2CC(C)OC(C)C2)cc1 (stereo not given)	2	-7	-15
COc1ccc(C[n+]2cccc(C(N)=O)c2)cc1F	-1	-6	5
O=C(C1=CCCCC1)N1CCC(CO)(Cc2ccccc2C(F)(F)F)CC1	4	·	-10
Cn1cc(C(=O)N2CCN(C(=O)CCC3CCCCC3)CC2)c2nn(-c3ccccc3)c(=O)c-2c1	0	-5	-9
O=C(c1cc(-c2ccc(F)cc2)nc2cc(-c3ccccc3)nn12)N1CCN(C/C=C/c2ccccc2)CC1	-7&0	-6&-4	-7&-1
CCC(CC)C(=O)N(C)c1c(C)nc2c(OCC(N)=O)cccn12	5	-3	-4
CCc1nc2c(OCc3cccc(Cl)c3)cccn2c1N(C)C(=O)c1ccc(OC)cc1	5	-4	-2
Cc1nc(NC(=O)NCCC2CCCCCC2)nn1C	·	-12	-8
O=C(O)C(Sc1ncn[nH]1)c1ccccc1 (stereo not given)	-2	-5	-1
CC(=O)Nc1cc([N+](=O)[O-])c(N(C)S(=O)(=O)c2ccccc2)c2ccccc12	1	·	3

Later entries
Structure	NPYLR7 agonist	mcGAS inh	hcGAS lum
CC1CCCC(C)C1Nc1ncc(Br)cn1 (stereo not given)	-4&1	·	-8&-5
CN(CCc1ccccn1)Cc1cccc(C(=O)Nc2cnn(C)c2)c1	7	-16	-1
COc1ccc(-c2nc(CC(=O)NC(C)c3cccs3)cs2)cc1 (stereo not given)	3	-5	-1
COC(=O)C1CCCCN1Cc1ccc(C(=O)Nc2cnn(C)c2)cc1 (stereo not given)	4	·	1
O=C(CC(=O)NC1CCC(O)CC1)Nc1ccc(F)c(Cl)c1 (stereo not given)	2	·	-1
CCN(CC)C(=O)Oc1ccc2c(ccn2Cc2ccccc2-c2ccccc2)c1-c1ccc(F)cc1	14	-6	-6
Cc1ccccc1C(=O)N[C@@H]1CCCCC1NC(=O)C1CCCN(C(=O)Cc2ccccc2)C1 (stereo not given in full)	·	-10	-6
COCC(C)(C)CNC(=O)[C@]12CC[C@](C)([C@@H](O)C1)C2(C)C	-6	-12	-3
CCOc1ccc(CN(Cc2cc(C)nn2C)C2CC2)cc1	-4	-9	-7
CC(SCc1nc(N)nc(N)n1)C(=O)N1CCc2ccccc2C1 (stereo not given)	3	-17	-16

(more compounds)
Order of results: NPYLR7 agonist, mcGAS inh, hcGAS lum
- Cc1cc(C(=O)O)cc(C)c1OCC(=O)N1CCCCC1
    4, ·, -12
- CCc1n[nH]c2c1/C(=N/O)CC(C)(C)C2
    -1, -8, -6
- CC(C1CC1)N(C)C(=O)NC1CCN(C(=O)c2ccccc2)C1 (stereo not given)
    4, -7, -12
- COc1cccc(-c2nc(OC)nn2-c2cccc(NC(=O)Nc3cccc(Cl)c3)c2)c1
    2, -6, -2
- Cc1nn(-c2ccc(C(C)(C)C)cc2)c(C)c1CCC(=O)NCCc1ccncc1
    5, -2, -3
- c1ccc(CN(Cc2ccccc2)c2ncnc3nc[nH]c23)cc1
    3, ·, 0
- COc1ccccc1CNC(=O)C[C@@H]1CCNC[C@@H]1Cc1cc(CN(C)c2ccccc2)on1
    -6, -9, -10
- CCn1nnc2c(Nc3cc(C)cc(C)c3)ncnc21
    6, -6, 0
- CCOC(=O)CSc1nc2sc(C)cc2c(=O)n1Cc1ccco1
    2, ·, -12
- Cc1cccnc1NC(=O)CCNS(=O)(=O)c1ccc(C(C)(C)C)cc1
    8, ·, -7
- C=C(C)Cn1c(SCCCC)nc2c1c(=O)[nH]c(=O)n2C
    -5, ·, -11
- COc1ccc(CCN2CC3=C(C2=O)C(c2cccs2)NC(=O)N3)cc1 (stereo not given)
    -2, ·, 1
- COCCCNC(=O)c1cc(-c2ccc(OC)cc2)nc2c1c(C)nn2C1CCS(=O)(=O)C1 (stereo not given)
    3, -1, -2
- O=C(CN1CCCc2ccccc21)NNS(=O)(=O)c1ccc(C(F)(F)F)cc1
    -3, ·, -6
- COc1ccc(C2(C(=O)N3CCCCCC3CN3CCC(OC)CC3)CC2)cc1 (stereo not given)
    ·, -5, -11

The results go on:
Order of results: NPYLR7 agonist, mcGAS inh, hcGAS lum
- O=S(=O)(NCc1ccc2c(c1)OCO2)c1ccc2c(c1)CCCC2
    7, ·, -6
- CCCC1NC(=O)N(CC(=O)Nc2ccccc2)C1=O (stereo not given)
    9, -6, -13
- O=C(NCc1ccoc1)N1CCN(Cc2ccc(Cl)s2)CC1
    -5, -8, -7
- O=C(c1ccc2c(c1)CCO2)N1CCN(Cc2ccc(-c3noc(-c4cccs4)n3)cc2)CC1
    6, -3, 0
- COc1cccc(C(=O)N2CCN(c3cc(Cl)nc(SCC(=O)NC(C)c4ccccc4)n3)CC2C)c1 (stereo not given)
    -14, 1, -6
- O=C(c1cn(CC2COc3ccccc3O2)nn1)N1CCC2(C=Cc3ccccc32)CC1 (stereo not given)
    2, ·, 0
- CC1=C(C(=O)N(C)Cc2n[nH]c3c2CCCCC3)C(C)NC(=O)N1 (stereo not given)
    9, ·, -8
- Cc1ccc(C(=O)N2CCN(Cc3cc(=O)c(OCc4ccc(-c5ccccc5C#N)cc4)co3)CC2)c(F)c1F
    24, -9, -11
- Nn1c(O)c(C2=c3ccccc3=NC2=O)sc1=S
    -3, ·, -4
- CCN1CCN(C(=O)c2ccc(N3CCC(NCc4cccc(OC(F)(F)F)c4)CC3)cc2)CC1
    16, -9, -7
- COC(=O)C[C@H]1[C@]2(C)C3=C(C)[C@H](c4ccoc4)C[C@H]3O[C@@H]2[C@@H]2OC[C@@]3(C)C2[C@]1(C)[C@@H](OC(=O)CC(C)C)C[C@H]3OC(C)=O (stereo not given in full)
    -8, -5, -4
- CC1Cc2cc(-c3cc(CC(=O)NCc4cccnc4)no3)ccc2O1 (stereo not given)
    7, -7, -7
- CN1CC[C@@H](NC(=O)c2cnn3c2CCCC3)[C@@H](Cc2ccccc2)C1
    -4, ·, 1
- CC(=O)c1ccc(NC(=S)NC(NC(=O)CC(C)C)C(Cl)(Cl)Cl)cc1 (stereo not given)
    -7, -5, 0
- Cc1ccc(Cc2nc(N3CCN(C(=O)CCc4ccccc4)CC3)c3c(-c4ccc5ccccc5c4)noc3n2)cc1
    21, -8, -4

Additional results:
Order of results: NPYLR7 agonist, mcGAS inh, hcGAS lum
- Cc1cc(OC(C)C(=O)N2CCN(Cc3ccccc3)CC2)nc(C(C)C)n1 (stereo not given)
    5, ·, -8
- CCNC(=O)c1[nH]nc(-c2cc(Cl)c(O)cc2O)c1-c1ccc(OC)cc1
    -1, -7, -3
- COc1ccccc1-n1c(Cc2ccccc2)nnc1SCc1ccc(C(=O)NCc2ccco2)cc1
    -2, -3, -5
- CCn1c(CC2CCN(Cc3nc4ccccc4nc3C)CC2)n[nH]c1=O
    -9, ·, 5
- CCc1nnsc1C(=O)N1CCCC2(C1)C(=O)N(C)c1ccccc12 (stereo not given)
    3, ·, -4
- Nc1cc(-c2cccc(Cl)c2)nn1-c1ccc(C(=O)NCCc2ccc(F)cc2)cc1
    0, -6, -5
- CCOCCCN(CC(=O)c1c(C)c(C(=O)OCC)n(CC)c1C)S(=O)(=O)c1ccc(NC(C)=O)cc1
    ·, -3, 1
- CC(=O)Nc1ccc(NC(=O)c2csc([C@H]3C[C@H](O)[C@@H](CO)O3)n2)cc1
    -1, -1, 1
- O=C(Nc1cccc(C(=O)N2CCCCC2c2nc3ccccc3o2)c1)NC1CC1 (stereo not given)
    -7, ·, -3
- CCOC(=NCCCOC)NC(=O)c1cccc(C)c1
    -4, -5, -7
- O=S(=O)(c1ccccc1)c1ccc(N2CCN(c3ccccc3F)CC2)nn1
    ·, -6, 0
- CC(=O)CC1OC(=O)C(Br)=C1Br (stereo not given)
    0, ·, 6
- Cc1c2ccccc2[nH]c2c1oc1cc(=O)ccc12
    13, ·, -6
- CCCc1nc(C(=O)N2CCCC(c3n[nH]c(=O)n3CC)C2)cs1 (stereo not given)
    24, -19, -4
- CC(C)CC(C)NC(=O)C(=O)c1ccc(C2CCCCC2)cc1 (stereo not given)
    -6, -4, -6

The list goes on.
Order of results: NPYLR7 agonist, mcGAS inh, hcGAS lum
- C=CCN=Cc1c(C(F)(F)F)[nH]n(-c2nc3ccccc3s2)c1=O
    -11, ·, 1
- Cc1c(CN2CCCC(CNC(=O)c3cccc4ccccc34)C2)[nH]c2ccccc12 (stereo not given)
    -1, -7, -4
- Cc1cccc(C(=O)NC(C(=O)N2CCOCC2)C2CCN(C(=O)c3ccccc3F)CC2)c1 (stereo not given)
    6, -6, -6
- c1ccc2c(c1)CCCN2C1CCNCC1
    4, ·, -3
- COCCNc1nc(SC)nc2c1cnn2CCNC(=O)COc1ccccc1F
    ·, -7, -3
- CC(=O)NC(C)(C)c1noc(C2(c3cccs3)CCCCC2)n1
    3&-23, ·, -7&-4
- COc1ccc(OC)c(NC(=O)N2CCN(c3c(-c4ccc(OC)c(OC)c4)cnc4ncnn34)CC2)c1
    ·, -4, 1
